High-throughput results from PubChem.
BioA inh – inhibitors of Mycobacterium tuberculosis BioA enzyme; purified M. tuberculosis BioA enzyme, plate reader; inhibition, % at 9.99 µM; 360,000 tested, 0.096% active; in the data active means inhibition above about 40%
The depositor's hits bear a star. Only part of the results is shown; the hit share may differ from the screen's.

compound	BioA inh
Cc1noc(C)c1NC(=O)Nc1ccc2c(c1)C(=O)N([C@H](C)CO)C[C@@H](C)[C@@H](CN(C)Cc1ccc3c(c1)OCO3)OCCCC[C@H](C)O2	1.9
C[C@@H]1CN([C@H](C)CO)C(=O)c2cc(C#CC3CC3)cnc2O[C@H]1CN(C)Cc1ccccc1C(=O)O	0.6
O=C(C[C@@H]1CC[C@H]2[C@@H](COC[C@@H](O)CN2C(=O)c2cnccn2)O1)NCc1ccccc1	-2.4
CC(C)NC(=O)Nc1ccc2c(c1)C(=O)N([C@@H](C)CO)C[C@H](C)[C@@H](CN(C)C)O2	-0.5
Cc1cc(C)cc(NC(=O)Nc2ccc3c(c2)C(=O)N(C)[C@H]2CC[C@@H](CC(=O)O)O[C@H]2CO3)c1	-3.1
O=C(CCN1CCCCC1)N[C@H]1CC[C@@H](CCn2cc(-c3ccccc3)nn2)O[C@@H]1CO	0.5
C[C@@H]1CN([C@@H](C)CO)C(=O)c2ccccc2-c2ccccc2CO[C@@H]1CN(C)Cc1ccncc1	-1.7
Cc1noc(C)c1NC(=O)N(C)C[C@H]1Oc2c(NC(=O)C3CCOCC3)cccc2C(=O)N([C@@H](C)CO)C[C@@H]1C	-0.1
COc1ccc(S(=O)(=O)N2CC[C@@H]3[C@H](CO)Nc4ccc(C#Cc5cccnc5)cc4[C@@H]32)cc1	2.8
CCCN1[C@H](C(=O)NCCOC)[C@@H](CO)[C@@H]2Cn3c(ccc(-c4ccc(C(=O)N(C)C)cc4)c3=O)[C@@H]21	-2.1
CCC(=O)N[C@@H]1CC[C@@H](CC(=O)NCc2ccccc2F)O[C@H]1CO	-0.3
C[C@@H]1CCCCO[C@@H](CN(C)S(=O)(=O)c2cccs2)[C@@H](C)CN([C@@H](C)CO)C(=O)c2cc(NC(=O)Nc3ccc4c(c3)OCO4)ccc2O1	0.9
COc1ccc(S(=O)(=O)N2CCCCN3[C@@H](CO)[C@H](c4ccc(C5=CCCC5)cc4)[C@@H]3C2)cc1	3.8
O=C(C[C@@H]1C[C@H]2c3cc(NC(=O)Nc4ccc(F)cc4)ccc3O[C@H]2[C@H](CO)O1)NCC(F)(F)F	1.0
COc1ccc(CN(C)C[C@H]2Oc3ccc(NC(=O)Cn4cnnn4)cc3C(=O)N([C@@H](C)CO)C[C@@H]2C)cc1	1.7
C[C@H](O)C#Cc1cnc2c(c1)C(=O)N([C@@H](C)CO)C[C@@H](C)[C@@H](CN(C)Cc1ccccn1)O2	-0.2
C[C@@H]1CN([C@H](C)CO)S(=O)(=O)c2ccc(/C=C/c3ccccc3)cc2O[C@@H]1CN(C)C(=O)c1ccncc1	0.9
C[C@@H]1CN([C@@H](C)CO)C(=O)c2c(c3ccccc3n2C)-c2ccccc2CO[C@H]1CN(C)C(=O)[C@H]1CCCN1C	-1.2
C[C@@H]1CN([C@@H](C)CO)C(=O)c2cc(NC(=O)C3CCCCC3)ccc2O[C@@H]1CN(C)Cc1ccc(Cl)c(Cl)c1	-1.6
O=C(N[C@H]1CC[C@@H](CC(=O)N2CCN(c3ccccc3)CC2)O[C@H]1CO)c1ccncc1	3.7
Cn1cnc(S(=O)(=O)N[C@H]2CC[C@H](CC(=O)Nc3ccc(-c4ccccc4)cc3)O[C@@H]2CO)c1	5.0
Cc1ccc(S(=O)(=O)Nc2ccc3c(c2)C(=O)N([C@H](C)CO)C[C@@H](C)[C@@H](CN(C)C(=O)Nc2ccccc2)OCCCC[C@H](C)O3)cc1	-2.7
CN1CCN(C(=O)C[C@@H]2C[C@@H]3c4cc(NC(=O)NC5CCCC5)ccc4O[C@@H]3[C@@H](CO)O2)CC1	0.3
C[C@@H]1CN([C@H](C)CO)C(=O)c2cc(C3=CCCC3)cnc2O[C@@H]1CN(C)Cc1ccc(C(=O)O)cc1	2.3
C[C@@H]1CN([C@@H](C)CO)C(=O)c2cc(NC(=O)Nc3ccc4c(c3)OCO4)ccc2O[C@H]1CN(C)S(=O)(=O)c1ccccc1	7.5
COc1cccc(CNC(=O)[C@@H]2[C@@H](CO)[C@@H]3Cn4c(ccc(C5=CCCC5)c4=O)[C@@H]3N2CC2CC2)c1	-0.3
COc1cccc(S(=O)(=O)N2C[C@@H](O)COC[C@H]3O[C@@H](CC(=O)Nc4ccccc4)CC[C@@H]32)c1	15
COc1ccc(NC(=O)Nc2ccc3c(c2)C(=O)N([C@H](C)CO)C[C@@H](C)[C@H](CN(C)C(=O)Nc2ccccc2)OCCCC[C@@H](C)O3)cc1	-5.2
C[C@H](CO)N1C[C@H](C)[C@@H](CN(C)C(=O)Nc2ccccc2)OCCCC[C@H](C)Oc2ccc(NS(=O)(=O)c3cn(C)cn3)cc2C1=O	-2.7
CN(C)C(=O)c1ccc(-c2ccc3c(c2)[C@H]2[C@H](CCN2Cc2ccc4c(c2)OCO4)[C@H](CO)N3)cc1	4.3

Nothing new here: 9 of the compounds above.
compound	BioA inh
Cc1ccc(S(=O)(=O)Nc2ccc3c(c2)C(=O)N([C@H](C)CO)C[C@@H](C)[C@@H](CN(C)C(=O)Nc2ccccc2)OCCCC[C@H](C)O3)cc1	-2.7
CN1CCN(C(=O)C[C@@H]2C[C@@H]3c4cc(NC(=O)NC5CCCC5)ccc4O[C@@H]3[C@@H](CO)O2)CC1	0.3
C[C@@H]1CN([C@H](C)CO)C(=O)c2cc(C3=CCCC3)cnc2O[C@@H]1CN(C)Cc1ccc(C(=O)O)cc1	2.3
C[C@@H]1CN([C@@H](C)CO)C(=O)c2cc(NC(=O)Nc3ccc4c(c3)OCO4)ccc2O[C@H]1CN(C)S(=O)(=O)c1ccccc1	7.5
COc1cccc(CNC(=O)[C@@H]2[C@@H](CO)[C@@H]3Cn4c(ccc(C5=CCCC5)c4=O)[C@@H]3N2CC2CC2)c1	-0.3
COc1cccc(S(=O)(=O)N2C[C@@H](O)COC[C@H]3O[C@@H](CC(=O)Nc4ccccc4)CC[C@@H]32)c1	15
COc1ccc(NC(=O)Nc2ccc3c(c2)C(=O)N([C@H](C)CO)C[C@@H](C)[C@H](CN(C)C(=O)Nc2ccccc2)OCCCC[C@@H](C)O3)cc1	-5.2
C[C@H](CO)N1C[C@H](C)[C@@H](CN(C)C(=O)Nc2ccccc2)OCCCC[C@H](C)Oc2ccc(NS(=O)(=O)c3cn(C)cn3)cc2C1=O	-2.7
CN(C)C(=O)c1ccc(-c2ccc3c(c2)[C@H]2[C@H](CCN2Cc2ccc4c(c2)OCO4)[C@H](CO)N3)cc1	4.3

Remaining list, next part
compound	BioA inh
C[C@H](CO)N1C[C@H](C)[C@H](CN(C)C(=O)NC2CCCCC2)Oc2ccc(NC(=O)Cn3cnnn3)cc2C1=O	1.5
COCC(=O)Nc1ccc2c(c1)OC[C@H](C)N(C(=O)C1CCCC1)C[C@@H](C)[C@H](OC)CN(C)C2=O	-0.9
C[C@@H]1CN([C@@H](C)CO)C(=O)c2cc(NC(=O)NC3CCCCC3)ccc2O[C@@H](C)CCCCO[C@H]1CN(C)Cc1ccc(C(F)(F)F)cc1	-2.5
CO[C@H](CN(C)C(=O)c1ccccc1F)[C@@H](C)CN([C@H](C)CO)S(=O)(=O)c1ccc(Cl)cc1	0.6
C[C@@H]1CCCCO[C@H](CN(C)Cc2ccc(C(=O)O)cc2)[C@@H](C)CN([C@H](C)CO)C(=O)c2cc(NC(=O)Nc3ccc4c(c3)OCO4)ccc2O1	-0.3
O=C(C[C@H]1CC[C@H]2[C@@H](COC[C@@H](O)CN2Cc2cc(F)cc(F)c2)O1)NC1CCCC1	1.7
CCC(=O)N1C[C@H](C)[C@H](OC)CN(C)C(=O)c2ccc(NC(=O)c3ccc(F)cc3)cc2OC[C@H]1C	-0.1
CNC[C@H]1OCCCC[C@@H](C)Oc2ccc(NC(=O)CCCN(C)C)cc2C(=O)N([C@H](C)CO)C[C@@H]1C	-1.9
CC=Cc1ccc2n(c1=O)C[C@H]1[C@H](CO)[C@@H](C(=O)N3CCc4ccccc4C3)[C@@H]2N1Cc1cocn1 (mixture of isomers)	-1.3
C[C@H](CO)N1C[C@H](C)[C@H](CN(C)C(=O)Nc2ccccc2)Oc2c(NS(=O)(=O)c3ccc(Cl)cc3)cccc2C1=O	-2.7
O=C(C[C@H]1CC[C@H](NS(=O)(=O)c2ccccc2)[C@H](CO)O1)N1CCc2ccccc2C1	-2.3
CNC[C@@H]1OCCCC[C@H](C)Oc2ccc(NC(=O)c3ccccc3)cc2C(=O)N([C@H](C)CO)C[C@H]1C	-4.3
COc1ccccc1-c1ccc2c(c1)O[C@H](CN(C)S(=O)(=O)c1ccccc1)[C@@H](C)CN([C@H](C)CO)S2(=O)=O	2.9
COc1ccc(NC(=O)N(C)C[C@H]2Oc3ncc(C#CCC(C)C)cc3C(=O)N([C@H](C)CO)C[C@@H]2C)cc1	0.7
CN(C)C(=O)C[C@@H]1CC[C@@H]2[C@H](COC[C@H](O)CN2S(=O)(=O)c2ccccc2)O1	0.7
COc1ccccc1-c1ccc2c(c1)O[C@@H](CN(C)C)[C@@H](C)CN([C@H](C)CO)S2(=O)=O	0.5
Cc1ccc(S(=O)(=O)Nc2ccc3c(c2)CC(=O)N([C@H](C)CO)C[C@H](C)[C@@H](CN(C)C(=O)Nc2cccc4ccccc24)O3)cc1	-3.0
CC(C)CC#Cc1ccc2c(c1)O[C@H](CN(C)S(C)(=O)=O)[C@@H](C)CN([C@@H](C)CO)S2(=O)=O	-1.9
CCS(=O)(=O)N[C@H]1CC[C@H](CC(=O)N2CCCCC2)O[C@H]1CO	-3.9
O=C(N[C@@H]1CC[C@@H](CC(=O)N2CCCCC2)O[C@@H]1CO)c1ccccn1	-1.5
COCC(=O)Nc1ccc2c(c1)OC[C@@H](C)N(C(=O)c1cnccn1)C[C@@H](C)[C@H](OC)CN(C)C2=O	-2.3
Cc1ccccc1-c1ccc([C@H]2[C@H]3CN(C(=O)Cc4ccccn4)CCCCN3[C@H]2CO)cc1	1.9
COc1cccc(NC(=O)N(C)C[C@@H]2Oc3cc(/C=C/c4ccccc4)ccc3S(=O)(=O)N([C@H](C)CO)C[C@@H]2C)c1	-0.5
C[C@H](CO)N1C[C@H](C)[C@H](CN(C)Cc2ccccc2)Oc2ccc(NC(=O)CCC(F)(F)F)cc2CC1=O	2.1
O=C(NC1CCCC1)[C@@H]1[C@@H](CO)[C@@H]2Cn3c(cccc3=O)[C@H]1N2C(=O)CC1CC1	-1.3
O=C(C[C@H]1CC[C@H]2[C@@H](COC[C@H](O)CN2Cc2cccc(F)c2)O1)NCc1cccc(F)c1	1.9
C[C@@H]1CCCCO[C@@H](CN(C)Cc2ccncc2)[C@@H](C)CN([C@H](C)CO)C(=O)c2cc(NC(=O)Nc3ccccc3)ccc2O1	0.3
COc1ccc(NC(=O)O[C@H](c2ccc(OCCO)cc2)[C@@H](C)CCO)cc1	1.9
CCNC(=O)C[C@@H]1CC[C@H]2[C@@H](COC[C@@H](O)CN2C(=O)Nc2c(C)noc2C)O1	-0.8
Cc1noc(C)c1S(=O)(=O)Nc1ccc2c(c1)C(=O)N([C@@H](C)CO)C[C@H](C)[C@H](CN(C)Cc1ccc(C(F)(F)F)cc1)OCCCC[C@H](C)O2	-1.4
CNC[C@@H]1Oc2ccc(NC(=O)Nc3ccc(F)cc3)cc2CC(=O)N([C@H](C)CO)C[C@@H]1C	3.0
C[C@@H]1CN([C@H](C)CO)C(=O)c2cccc(NC(=O)Nc3ccc(C(F)(F)F)cc3)c2O[C@@H]1CN(C)Cc1ccncc1	-2.8
Cc1ccccc1S(=O)(=O)NCC[C@H]1CC[C@H](NC(=O)C2CCC2)[C@@H](CO)O1	-2.2
COc1cccc(NC(=O)N(C)C[C@H]2Oc3ncc(C4=CCCCC4)cc3C(=O)N([C@H](C)CO)C[C@H]2C)c1	0.1
C[C@H](CO)N1C[C@H](C)[C@H](CN(C)C)Oc2cc(C#Cc3ccccc3F)ccc2S1(=O)=O	1.7
CC(C)C#Cc1ccc2c(c1)O[C@H](CN(C)C(=O)c1ccccn1)[C@@H](C)CN([C@H](C)CO)S2(=O)=O	1.5
COc1ccc(C#Cc2cnc3c(c2)C(=O)N([C@H](C)CO)C[C@H](C)[C@H](CN(C)C(=O)Nc2cccc(OC)c2)O3)cc1	-2.0
O=C(C[C@@H]1CC[C@@H]2[C@H](COC[C@H](O)CN2C(=O)c2cnccn2)O1)N1CCN(c2ccccc2)CC1	-1.7
C[C@@H]1CN([C@H](C)CO)S(=O)(=O)c2ccc(-c3ccccc3F)cc2O[C@H]1CN(C)C(=O)C1CC1	1.4
C[C@H]1CCCCO[C@H](CN(C)C(=O)CCC(F)(F)F)[C@@H](C)CN([C@@H](C)CO)C(=O)c2cc(NS(=O)(=O)c3cccs3)ccc2O1	-6.5
Cc1noc(C)c1S(=O)(=O)Nc1ccc2c(c1)CC(=O)N([C@@H](C)CO)C[C@@H](C)[C@@H](CN(C)S(C)(=O)=O)O2	-0.8
CN(C)CC(=O)N1[C@@H]2c3ccc(-c4ccncc4)c(=O)n3C[C@H]1[C@H](CO)[C@H]2C(=O)NC1CCC1	-0.2
C[C@H]1CN([C@@H](C)CO)C(=O)c2cc(C#Cc3ccncc3)cnc2O[C@@H]1CN(C)CC1CCCC1	-1.4
CC(=O)N[C@@H]1CC[C@@H](CC(=O)NCc2ccc(Cl)cc2)O[C@@H]1CO	0.3
O=S(=O)(Cc1ccccc1)N1CCCCN2[C@H](CO)[C@H](c3ccc(C#Cc4ccccc4)cc3)[C@@H]2C1	-2.1
CO[C@@H]1CC[C@@H]2CCOc3c(C#N)cccc3C(=O)N(C)C[C@H](c3ccccc3)CC(=O)N(C)C[C@@H]1O2	-1.6
CCC(=O)Nc1ccc2c(c1)OC[C@@H](C)N(Cc1cccc(F)c1)C[C@@H](C)[C@H](OC)CN(C)C2=O	1.2
O=C(c1ccncc1)N1C[C@@H]2[C@H](c3ccccc31)[C@@H](CO)N2C(=O)Nc1ccccc1Cl	2.4
CN1C(=O)c2cc(NC(=O)c3ccc(F)c(F)c3)ccc2OC[C@@H]2O[C@@H](CC(=O)N[C@H]3CCN(Cc4ccccc4)C3)CC[C@@H]21	0.2
